Source: PubChem BioAssay (National Center for Advancing Translational Sciences (NCATS))
uPA generation – inhibitors of cell surface uPA generation; hit rate 0.31% among 330,000; Potency, µM (doses to about 38.3 µM), without a hit: top-dose activity change, negative = inhibition, hits mostly inhibitors; cell surface uPA generation assay, qHTS; active = well fitted inhibition curve with a large enough effect; inconclusive = small, poorly fitted or top-dose-only effect; inactive = no such curve, though single readings can be large or run the other way; tested in mouse RAW 264.7 cells; also: % is scaled to controls: 0 for no effect and ±100 for the full control effect; nearly all actives have a fitted effect of over 55% in size
NPC1 promoter act – activates the NPC1 promoter. hit rate 2.4% among 320,000. Potency, µM (highest dose often 9.22 µM), for inactives: at the highest dose activation, actives largely listed as activators. Huh7 NPC1 promoter luciferase reporter, 24 h;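 also: % of control where 0% means no effect; nearly all actives have a fitted effect of over 60% in size; reporter is driven by a mutant NPC1 promoter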
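NPC1 promoter–luciferase Huh7 cells; 24 h compound; luminescence.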
VP16 counter – inhibits Gal4-VP16 luciferase reporter, ROR gamma counter-screen; Drosophila S2 Gal4-VP16 UAS-luciferase, luminescence, 20 h; Potency, µM (highest dose often 53.6 µM), without a hit: top-dose activity, negative = inhibition, most hits filed as inhibitors; hit rate 3.5% among 310,000; AID 2546;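 also: Gal4-VP16 expression switched on by copper sulfate through the metallothionein promoter; % is scaled to controls: 0 for no effect and ±100 for the full control effect; nearly all actives have a fitted effect of over 50% in size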
MLL CXXC-DNA inh – inhibitors of human MLL CXXC domain-DNA interaction; Q03164; MLL-CXXC / FITC-HOXA9 DNA fluorescence polarization; Potency, µM (top dose mostly 115 µM), inactives show top-dose activity change, negative = inhibition, usual class: inhibitors; hit rate 0.037% among 290,000; active = well fitted inhibition curve with a large enough effect in the polarisation, with a control signal flat, not every such curve was filed as active; inconclusive = small, poorly fitted or top-dose-only effect, or effect the other way, or a change in a side signal; inactive = no such curve, though single readings can be large or run the other way; the % refers to the polarisation
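Steps: dispense CXXC domain solution (7 uM) → pin compounds or unlabeled HOX-A9 DNA control → 5 min ambient → add FLSN-HOX-A9 solution (50 nM) → spin → 30 min ambient → fluorescence polarization. Tris pH 7.5/NaCl/DTT/BSA buffer.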
MBNL1 CUG block – MBNL1-poly(CUG) RNA binding inhibition | AID 2675 | Potency, µM (doses to about 57.5 µM), without a hit: top-dose activity change, negative = inhibition, most hits filed as inhibitors | TR-FRET MBNL1-His/biotin-(CUG)12 binding, 665/545 ratio | Q9NR56 | hit rate 0.036% among 280,000; active = well fitted inhibition curve with a large enough effect in the signal ratio, with a control signal flat, not every such curve was filed as active; inconclusive = small, poorly fitted or top-dose-only effect, or effect the other way, or a change in a side signal; inactive = no such curve, though single readings can be large or run the other way; the % refers to the signal ratio; also: % is scaled to controls: 0 for no effect and ±100 for the full control effect
Target sequence (Q9NR56 whole entry, looked up): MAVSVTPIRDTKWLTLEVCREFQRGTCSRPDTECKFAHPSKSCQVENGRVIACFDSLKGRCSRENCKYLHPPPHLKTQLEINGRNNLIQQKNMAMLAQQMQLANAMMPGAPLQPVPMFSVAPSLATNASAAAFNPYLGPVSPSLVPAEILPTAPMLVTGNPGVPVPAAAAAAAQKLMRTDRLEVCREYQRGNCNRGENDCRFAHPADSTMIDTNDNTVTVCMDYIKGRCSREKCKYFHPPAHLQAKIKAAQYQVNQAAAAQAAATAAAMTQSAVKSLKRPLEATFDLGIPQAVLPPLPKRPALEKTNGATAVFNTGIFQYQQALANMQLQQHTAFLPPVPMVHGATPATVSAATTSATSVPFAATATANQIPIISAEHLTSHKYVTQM
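Compounds (final 92 nM to 58 uM) are added to His-tagged MBNL1 and biotin-(CUG)12, then terbium anti-His antibody and streptavidin-XL665 (5 nM final). After 60 min at room temperature, the 665/545 nm ratio is read.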
Rab9 promoter act – Rab9 promoter activation; Huh7 Rab9 promoter-luciferase reporter, luminescence, 24 h; Potency, µM (series often up to 9.22 µM), for inactives: top-dose activation, negative = inhibition, usual class: activators; hit rate 2.8% among 320,000; also: % of control where 0% means no effect; nearly all actives have a fitted effect of over 60% in size
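Cells were plated at 1500 per well in reduced-serum medium with 10% FBS and left 2 h. Compound in DMSO was then added for 24 h at 37 °C. Reporter signal was read by luminescence after 10 min with luciferase detection reagent.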
RORgamma inh – blocks mouse ROR gamma transcriptional activity; P51450; Drosophila S2 Gal4-RORgamma UAS-luciferase reporter, 20 h; Potency, µM (top dose mostly 53.6 µM), for inactives: top-dose activity change, negative = inhibition, hits mostly inhibitors; hit rate 5.4% among 310,000; also: % is scaled to controls: 0 for no effect and ±100 for the full control effect; nearly all actives have a fitted effect of over 60% in size
Target sequence (P51450 whole entry, looked up, the tested form may be a part): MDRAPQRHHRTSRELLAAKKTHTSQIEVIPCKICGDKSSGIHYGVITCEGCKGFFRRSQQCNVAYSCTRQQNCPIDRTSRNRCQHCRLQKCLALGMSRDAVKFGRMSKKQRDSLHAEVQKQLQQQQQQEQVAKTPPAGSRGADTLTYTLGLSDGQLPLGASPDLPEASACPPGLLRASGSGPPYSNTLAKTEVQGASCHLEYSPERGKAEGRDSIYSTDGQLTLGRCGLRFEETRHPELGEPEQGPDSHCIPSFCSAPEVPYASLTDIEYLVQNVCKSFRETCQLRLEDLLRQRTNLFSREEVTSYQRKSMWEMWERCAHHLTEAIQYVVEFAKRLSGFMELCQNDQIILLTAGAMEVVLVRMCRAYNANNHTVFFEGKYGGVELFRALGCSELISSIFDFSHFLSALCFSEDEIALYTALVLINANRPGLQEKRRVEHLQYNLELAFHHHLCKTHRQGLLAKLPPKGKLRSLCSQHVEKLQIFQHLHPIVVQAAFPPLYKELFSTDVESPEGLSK
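A Gal4/UAS one-hybrid system in insect cells: metallothionein-promoter Gal4–ROR gamma fusion plus Photinus luciferase reporter. Copper sulfate 700 uM final, 20 hr ambient incubation, luminescent detection after 10 min with reagent.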
ELG1 genotox – genotoxicity induction in ELG1-luciferase HEK293T cells; HEK293T ELG1-luciferase reporter, luminescence, 16 h; AID 504466; Potency, µM (titrated, usually from 46 µM), without a hit: at the highest dose activity change, positive = activation, usual class: activators; hit rate 1.3% among 330,000; also: % of control where 0% means no effect; nearly all actives have a fitted effect of over 60% in size
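Cells (2,000/well) expressing the ELG1-luciferase fusion are dosed by pin tool and kept 16 hr at 37 °C, 5% CO2. Signal comes from ONE-Glo luciferase reagent after 30 min at room temperature.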
p53 reactivator – mutant p53 re-activation in reporter cells; H1299 p53-A138V BP100-luciferase reporter, luminescence, 24 h; hit rate 0.063% among 320,000; Potency, µM (highest dose often 92.2 µM), without a hit: at the top dose activity change, positive = activation, actives largely listed as activators; AID 504706; also: % of control where 0% means no effect; nearly all actives have a fitted effect of over 45% in size
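p53-null H1299 cells stably carrying temperature-sensitive p53-A138V and a BP100-luciferase reporter were pinned with compounds (4-point, 1:5 series) and held 24 hrs at 37 deg C. Luminescence was read 10 min after detection reagent.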
FLuc counter – inhibits or activates purified firefly luciferase, miR-21 counter-screen; AID 588342; hit rate 6.9% among 360,000; purified FLuc, Km substrates, luminescence inhibition; Potency, µM (series often up to 57.5 µM), for the others: at the highest dose activity change, negative = inhibition, actives largely listed as inhibitors;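 also: plate controls were vehicle for no effect and reference inhibitor for full effect; nearly all actives have a fitted effect of over 55% in size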
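Biochemical qHTS of compounds, final roughly 60 µM downward over six points, against 10 nM purified firefly luciferase using Km concentrations of substrates (10 uM D-luciferin, 10 uM ATP) in Tris acetate pH 7.5 buffer; luminescence output.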
BRCA1 expr up – increases BRCA1 expression; MCF7-BRCA1-FFLuc reporter, luminescence, 48 h; response scale: scaled: vehicle 0%, 10 µM genistein 100%; Potency, µM (doses to about 46.1 µM), for inactives: top-dose activation, most hits filed as activators; hit rate 1.1% among 380,000; AID 624202; also: nearly all actives have a fitted effect of over 80% in size; some results filed as inactive show a strong effect at the top dose
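Compounds are tested at multiple concentrations on MCF7 BRCA1-luciferase reporter cells seeded at 2000 per well; after 48 h, a single luminescence end-point is taken and curves fitted to the normalized data.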
Active calls of the source: *; ? = inconclusive; . = no result given; [ ] = another dose, or the depositor's remark. Unless noted, calls follow the shape of the dose curve; as a rule, active = well fitted curve in the direction sought with a large enough effect; inconclusive = small, poorly fitted or top-dose-only effect, or another doubt; inactive = no such curve, though single readings can be large; an effect the other way counts as inactive or inconclusive. Potency is read from the fitted curve at half-maximal effect.

SMILES	uPA generation	NPC1 promoter act	VP16 counter	MLL CXXC-DNA inh	MBNL1 CUG block	Rab9 promoter act	RORgamma inh	ELG1 genotox	p53 reactivator	FLuc counter	BRCA1 expr up
CCc1nc(SCC(=O)Nc2cc(C)on2)c2c(=O)n(C)c(=O)n(C)c2n1	-2%	-1%	-7%	-1%	-3%	-5%	-8%	3%	-7%	-3%	-11%
COc1ccc(C)cc1S(=O)(=O)n1cnc(C)c1	-3%	-7%	7%	-1%	-3%	6%	4%[1.91 µM]	9%	4%	1%	-9%
COc1cc2c(cc1OC)CC(C(=O)NCc1ccccc1)NC2 (stereo not drawn)	1%	-6%	2%	2%	-10%	-2%[1.84 µM]	-7%	0%	-1%	-3%	-14%
CCOc1cc(C(=O)N(CC)CC(=O)Nc2ccc3c(c2)OCCO3)ccc1OC	9%	-1%	.	.	.	1%	.	6%	-6%	-16%	4%
O=C(COC(=O)C12CC3CC(CC(C3)C1)C2)Nc1ccc([N+](=O)[O-])cc1Br	-1%	-2%	18%	-2%	-11%	-2%	25%	0%	-4%	-2%	-2%
N#Cc1nc(-c2ccc(OCc3ccccc3)cc2)oc1N1CCOCC1	.	-4%	-8%	1%	-9%	0%	13%	9%	9%	2%	-1%
CCOc1cc(C2C(C#N)=C(N)OC3CCCC(=O)C32)ccc1OCCN1CCOCC1 (stereo not drawn)	0%	-3%	-1%	2%	2%	-6%	-7%	4%	-6%	1%	-26%
COc1ccc(CC(=O)OCC(=O)Nc2ccc(N3CCOCC3)cc2)cc1	1%	1%	-13%	3%	.	-1%	-1%	-1%	1%	-3%	-4%
CCOc1ccc(CCNC(=O)C(C)N2C(=O)CC(C)(C)Sc3ccccc32)cc1 (stereo not drawn)	13%	0%	-4%	-14%	-4%	0%	-14%	-6%	-4%	2%	2%
Cc1ccccc1-n1c(SCC(=O)N(C)C2CCS(=O)(=O)C2)nc2ccccc2c1=O (stereo not drawn)	-1%	0%	-15%[10 µM]	-12%	-1%	2%	-1%	9%	2%	0%	32%
Cc1cccc(NC(=O)Nc2ccc3c(c2)CCC3)c1	-10%	2µM*	-15%	7%	-7%	1.8µM*	2%	?	?	3µM*	4.5µM*
N/C(=N/O)c1nc(N2CCCC2)nc(N2CCCC2)n1	-12%	1%	.	.	.	-1%	.	-8%	-2%	?	-28%
O=C(O)C1CCCCC1C(=O)Nc1cccc(Br)c1 (stereo not drawn)	23%	-2%	.	.	.	2%	.	4%	11%	-1%	6%
Cc1ccccc1NC(=O)NC1(C(=O)N2CCC(O)CC2)CCCCC1	1%	9%	-14%	4%	-4%	3%	?	0%	3%	-3%	13%
CCOc1ccc2[nH]c(=O)c(CN(Cc3ccco3)Cc3nnnn3Cc3ccccc3)cc2c1	-11%	4%	10%	-15%	?	6%	16%	3%	8%	1%	-8%
CN1CCC(=NNc2ncnc3sc4c(c23)CCCC4)CC1	6%	1%	-19%	15%	.	0%	?	-9%	-4%	-1%	-8%
CCCc1ccc(S(=O)(=O)NCC2CCCN2CC)cc1 (stereo not drawn)	-2%	1%	1%	6%	1%	-1%	5%	-4%	-1%	0%	8%
Cc1ccc(S(=O)(=O)c2c(C)cc(C)nc2Cl)cc1	-2%	-1%	-12%[0.365 µM]	-3%	-3%	3%	-1%	10%	10%	5%	-13%
O=C(N/N=C/c1cccc2ccccc12)c1n[nH]c2c1CCCC2	-14%	-22%	1%	1%	0%	-3%	-44%	18%	6%	-16%	-28%
COc1ccccc1N(C(C)=O)C1SC(=O)N(c2ccccc2)C1=O (stereo not drawn)	0%	1%	-4%	3%	-10%	1%	-24%	-1%	3%	2%	1%
Cc1noc(C)c1C(=O)N1CCCC(C(=O)c2cccc(C(F)(F)F)c2)C1 (stereo not drawn)	-2%	-5%	-23%	-12%	4%	1%	1%	-4%	-3%	0%	-2%
Oc1ccc(Cn2ccnc2)c2cccnc12	-5%	-6%	?	-6%	40%[activator]	-2%	?	4%	3%	-1%	-39%
Cc1nn(-c2ccccc2)c(C)c1NC(=O)c1ccc(S(=O)(=O)N2CCCC2)cc1	-7%	0%	-1%	-3%	-12%	4%	-2%	-2%	-1%	3%	-13%
CN1C(=O)C(CC(=O)Nc2ccc(F)cc2)N(CCCc2ccccc2)C1=S (stereo not drawn)	-7%	-1%	-1%	1%	-6%	-3%	-43%	-12%	-6%	1%	-45%
CCOc1ccc(CNC(=O)C(C)n2ccc3cc(S(=O)(=O)N4CCCC4)ccc32)cc1 (stereo not drawn)	11%	-6%	-4%	1%	-3%	0%	36%	-7%	-4%	-1%	0%

A second format for 5 compounds above:
| SMILES | uPA generation | NPC1 promoter act | VP16 counter | MLL CXXC-DNA inh | MBNL1 CUG block | Rab9 promoter act | RORgamma inh | ELG1 genotox | p53 reactivator | FLuc counter | BRCA1 expr up |
| --- | --- | --- | --- | --- | --- | --- | --- | --- | --- | --- | --- |
| COc1ccc(C)cc1S(=O)(=O)n1cnc(C)c1 | -3% | -7% | 7% | -1% | -3% | 6% | 4%[1.91 µM] | 9% | 4% | 1% | -9% |
| COc1cc2c(cc1OC)CC(C(=O)NCc1ccccc1)NC2 (stereo not drawn) | 1% | -6% | 2% | 2% | -10% | -2%[1.84 µM] | -7% | 0% | -1% | -3% | -14% |
| CCOc1cc(C(=O)N(CC)CC(=O)Nc2ccc3c(c2)OCCO3)ccc1OC | 9% | -1% | . | . | . | 1% | . | 6% | -6% | -16% | 4% |
| O=C(COC(=O)C12CC3CC(CC(C3)C1)C2)Nc1ccc([N+](=O)[O-])cc1Br | -1% | -2% | 18% | -2% | -11% | -2% | 25% | 0% | -4% | -2% | -2% |
| N#Cc1nc(-c2ccc(OCc3ccccc3)cc2)oc1N1CCOCC1 | . | -4% | -8% | 1% | -9% | 0% | 13% | 9% | 9% | 2% | -1% |

Other entries follow.
SMILES	uPA generation	NPC1 promoter act	VP16 counter	MLL CXXC-DNA inh	MBNL1 CUG block	Rab9 promoter act	RORgamma inh	ELG1 genotox	p53 reactivator	FLuc counter	BRCA1 expr up
COc1ccc(C(OC(=O)c2ccco2)C(=O)NC2CCCCC2)cc1 (stereo not drawn)	-4%	-3%	-2%	1%	-9%	-7%	24%	2%	-1%	3%	1%
CCN1CCN(c2ccc(S(=O)(=O)N3CCOCC3)cc2NC(=O)CCC(C)C)CC1	-3%	2%	.	.	.	-3%	.	0%	1%	1%	-9%
CC1CCCN(c2ccc(C(=O)NCc3ccco3)cc2[N+](=O)[O-])C1 (stereo not drawn)	-14%	0%	-12%	-8%	.	-4%	?	1%	8%	?	36%
O=C(Cn1nnc2ccccc2c1=O)N[C@@H](Cc1c[nH]c2ccccc12)C(=O)O	0%	0%	-3%	14%	-1%	-7%	2%	0%	1%	3%	23%
O=C(COc1ccc2ccccc2c1Br)N1CCN(c2ccccn2)CC1	.	-4%	-6%	1%	11%	-3%	16%	-5%	-2%	-10%	1%
CCCCn1c(NS(=O)(=O)c2ccccc2)c(S(=O)(=O)c2ccc(C)cc2)c2nc3ccccc3nc21	7%	-2%	-10%	5%	-1%	-7%	-3%	-11%	-4%	4%	-72%
COc1cc(OC)cc(C(=O)N2CCN(c3ccccc3F)CC2)c1	-7%	-4%	-2%	-3%	6%	-3%	5%	-1%	-9%	2%	-22%
COc1ccc(CCNC(=O)c2cccc(S(=O)(=O)N3CCCC3)c2)cc1OC	7%	-3%	.	.	.	3%	.	-1%	2%	-2%	0%
Clc1nc(N2CCOCC2)ncc1Br	-5%	-3%	-7%	-5%	1%	-2%	20%	0%	-1%	-1%	-7%
Cc1cc(Cl)ccc1OCC(=O)Nc1ccc2oc(=O)ccc2c1	-4%	0%	-13%	-1%	17%	-1%	1%	-5%	-3%	2%	-5%
CC1CCN(c2c(NCc3ccc(C(=O)N4CCN(C5CCCCC5)CC4)cc3)c(=O)c2=O)CC1	11%	-1%	-5%	-6%	-19%	0%	22%	2%	-2%	6%	-3%
CCCn1nnc2c(=O)oc3ccccc3c21	10%	-1%	?	10%	-4%	-5%	-17%	2%	-1%	3%	-25%
CN(C)c1ccc(/C=N/N2CCN(Cc3ccccc3Cl)CC2)cc1	-23%	13%	15%	15%	0%	2%	-21%	0%	.	?	41%
CCCCN1C(=O)C(=O)N(CC(=O)Nc2cc(S(=O)(=O)N(C)C)ccc2C)C1=O	2%	-1%	.	.	.	1%	.	1%	-3%	1%	0%

Only part of the results is shown (hit frequency here may not be typical).
